DNA FID counter – compounds displacing fluorescent DNA intercalator, primary screen, artefact control for HCV NS3 helicase inhibitor project, biochemical, FID fluorescence | DNA fluorescent intercalator displacement | inhibition, % at 7.9 µM | 290,000 tested, 0.17% active | AID 1845, 2009; in the data active means inhibition above about 37%;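 further: 0% = vehicle and 100% = reference compound; higher means more ethidium bromide displaced from hairpin DNA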
NS3 helicase inh – inhibitors of HCV NS3 helicase, primary screen, biochemical, Cy5 molecular beacon fluorescence | NS3 helicase DNA unwinding | inhibition, % at 10.9 µM | 290,000 tested, 0.56% active | Hepatitis C virus NS3 helicase;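 active means inhibition above the mean of all tested compounds plus 3 SD, set per campaign, cut at about 35% in these data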;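 further: 0% = DMSO wells and 100% = thioflavine S control wells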
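test system = hepatitis C virus NS3 helicase domain fragment enzyme | reagent = annealed dual-labelled DNA beacon duplex, ATP-started | times = 1 h at 25 °C | detection = Cy5 fluorescence, 0 and 60 min reads | read-out basis = percent inhibition from t60/t0 fluorescence ratio | control set = DMSO and thioflavine S | replication = one well per compound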
VIM-2 inh – VIM-2 metallo-beta-lactamase inhibitors, primary screen, biochemical, epi-absorbance readout, Pseudomonas aeruginosa enzyme; purified VIM-2, nitrocefin hydrolysis, epi-absorbance fluorescence; inhibition, % at 5.6 µM; 290,000 tested, 0.89% active; AID 1527, 2009;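 active means inhibition above the mean of all tested compounds plus 3 SD, cutoff set per screening run, cut at about 7.5% in these data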;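 further: red hydrolysis product quenches plate fluorescence so inhibitors raise well fluorescence; 0% = enzyme with DMSO and 100% = DMSO without enzyme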
MEKK3 PB1 HTS – modulators of MEKK3-MEK5 PB1 binding, primary screen, biochemical, wildtype MEKK3, multiplex bead flow cytometry, Alexa488-MEK5. bead-based flow cytometry, Alexa488-MEK5 binding to MEKK3; actives lie on both sides; 0 = blocked by unlabeled MEK5, 100 = vehicle. binding response (% of control), % at 10 µM. 290,000 tested, 1.4% active. AID 1529, 2009;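 active means binding response more than 3 SD above or below the average of its plate-row segment, actives on both sides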;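 further: Alexa488 bead fluorescence after subtracting the streptavidin-only scavenger bead signal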
IMP-1 inhibitor – IMP-1 metallo-beta-lactamase inhibitors, primary screen, biochemical, epi-absorbance readout, Pseudomonas aeruginosa enzyme | metallo-beta-lactamase IMP-1 (Pseudomonas aeruginosa) | purified IMP-1, nitrocefin hydrolysis, epi-absorbance fluorescence | inhibition, % at 5.6 µM | 290,000 tested, 0.45% active | AID 1556, 2009;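 active means inhibition above the mean plus 3 SD of all compounds in the same screening run, cut at about 4.5% in these data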;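 further: 0% = IMP-1 with DMSO and 100% = DMSO wells lacking enzyme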
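Test system: recombinant IMP-1 enzyme, purified / Medium: HEPES buffer pH 7.1 with ZnSO4 and Brij 35 / Doses: single dose, 5.6 µM / Times: 25 °C, 15 min preincubation, 25 min reaction / Detection: Epi-absorbance via hydrolysed-nitrocefin quenching of white-plate fluorescence, 480/530 nm, EDTA stop / Evaluation: percent inhibition from optical density relative to buffer-blank wells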
UBC9 SUMO inh – inhibitors of in vitro SUMOylation cascade, primary screen, biochemical, HTRF, uHTS. SUMO-conjugating enzyme UBC9 (Homo sapiens), P63279. HTRF SUMOylation assay, SAE1/SAE2 + UBC9. inhibition, % at 35 µM. 290,000 tested, 0.36% active; in the data active means inhibition above about 50%, passing the limit was not always enough; further: strong numbers were not always called active
PHOSPHO1 block – PubChem AID 1565. Phosphoethanolamine/phosphocholine phosphatase (Homo sapiens), Q8TCT1. recombinant PHOSPHO1, absorbance phosphatase assay. inhibition, % at 13.3 µM. 290,000 tested, 1.1% active; in the data active means inhibition above about 60%
IDE act – human IDE activators in live cells, primary screen, fluorescence polarization, HEK cells, FAbeta-B substrate; Insulin-degrading enzyme (Homo sapiens), P14735; FAbeta-B cleavage; 0% vehicle, 100% cell-free pure enzyme wells; activation, % at 5.96 µM; 340,000 tested, 0.073% active; AID 493087, 2011;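 active means activation above the mean of all tested compounds plus 3 SD, set per screening campaign, cut at about 17% in these data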
Target sequence (P14735 whole entry, looked up): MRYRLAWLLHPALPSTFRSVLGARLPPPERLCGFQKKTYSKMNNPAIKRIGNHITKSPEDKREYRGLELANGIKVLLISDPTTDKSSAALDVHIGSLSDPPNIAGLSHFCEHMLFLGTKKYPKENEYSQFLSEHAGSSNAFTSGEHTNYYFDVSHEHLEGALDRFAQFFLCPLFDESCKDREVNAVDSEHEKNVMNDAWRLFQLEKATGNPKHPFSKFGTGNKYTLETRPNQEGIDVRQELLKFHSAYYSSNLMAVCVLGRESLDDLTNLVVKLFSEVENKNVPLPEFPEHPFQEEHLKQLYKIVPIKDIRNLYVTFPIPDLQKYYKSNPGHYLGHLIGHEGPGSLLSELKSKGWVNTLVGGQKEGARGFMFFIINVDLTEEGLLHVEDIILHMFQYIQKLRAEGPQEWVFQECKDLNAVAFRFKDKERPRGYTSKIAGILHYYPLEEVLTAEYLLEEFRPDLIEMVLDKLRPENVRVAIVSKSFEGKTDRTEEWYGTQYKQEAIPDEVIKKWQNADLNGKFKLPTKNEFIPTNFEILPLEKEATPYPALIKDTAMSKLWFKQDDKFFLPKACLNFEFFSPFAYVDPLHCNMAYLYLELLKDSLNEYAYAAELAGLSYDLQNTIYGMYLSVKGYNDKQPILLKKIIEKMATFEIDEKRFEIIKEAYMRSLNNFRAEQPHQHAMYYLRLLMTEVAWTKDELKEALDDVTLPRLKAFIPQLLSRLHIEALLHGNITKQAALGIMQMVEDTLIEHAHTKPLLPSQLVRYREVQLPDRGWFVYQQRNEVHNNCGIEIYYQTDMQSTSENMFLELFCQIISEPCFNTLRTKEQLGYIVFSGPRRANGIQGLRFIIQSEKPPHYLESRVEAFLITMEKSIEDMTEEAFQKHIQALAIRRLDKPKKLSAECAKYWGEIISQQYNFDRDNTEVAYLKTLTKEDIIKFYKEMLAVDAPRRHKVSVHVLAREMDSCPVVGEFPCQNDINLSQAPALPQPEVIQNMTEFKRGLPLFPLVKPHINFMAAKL
p-CIP stab down – p/CIP-EGFP fusion destabilizers, primary screen, fluorescence, F442A cells | Q05BA5 | 16 h | decrease of EGFP signal, % at 10 µM | 290,000 tested, 0.01% active | AID 1984, 2009;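 active means EGFP signal decrease of at least 30% at 10 µM or well 3 SD below plate mean, unless failing retest; inactive means the rest, including hits failing retest or dose response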; further: some compounds called inactive have numbers as strong as hits; many of its hits are not listed in these tables
* = called active by the depositor; / = not tested or not shown. A portion of the library. The share of hits here may be higher or lower than overall.

item	molecule	DNA FID counter	NS3 helicase inh	VIM-2 inh	MEKK3 PB1 HTS	IMP-1 inhibitor	UBC9 SUMO inh	PHOSPHO1 block	IDE act	p-CIP stab down
1	COc1ccccc1NC(=S)NC1CC2CCC1C2 (stereo not given)	-8.1	9.4	-2.1	110.0	-2.6	12.7	12.9	5.1	-13.2
2	CCc1ccc(OCC(=O)Nc2nnc(-c3ccco3)s2)cc1	-22.1	20.8	-4.5	97.0	-1.6	22.6	-16.1	6.4	11.1
3	CN(C(=O)n1cnc2ccccc21)c1ccccc1	-0.4	-1.4	1.5	93.0	-2.0	7.1	8.7	4.9	-9.3
4	CCOC(=O)c1[nH]c(C)c(C(=O)N2CCN(c3ccc(F)cc3)CC2)c1C	-31.4	-3.3	-1.6	98.0	-1.6	8.3	10.5	-10.8	0.8
5	O=C(O)CN1C(=O)NC2(CCc3ccccc32)C1=O (stereo not given)	-3.4	7.3	-0.8	91.0	-3.3	-8.0	30.4	5.6	9.6
6	COc1cccc2c(C)cc(N3CCCCCC3)nc12	7.1	3.5	0.8	104.0	-2.0	11.3	29.5	0.4	-14.2
7	O=C(COc1ccccc1)N1CCN(c2ccc([N+](=O)[O-])c(N3CCCCC3)c2)CC1	-10.9	-2.8	-5.2	104.0	-0.1	-4.9	9.4	4.9	2.6
8	Cc1cnc(C)c(N2CCN(Cc3nc(-c4cccc(F)c4F)oc3C)CC2)n1	-8.2	0.6	-2.5	100.0	-3.4	10.2	51.8	4.0	-4.7
9	CCOc1ccc(N(CC(=O)NCCSCc2ccc(C)cc2)S(C)(=O)=O)cc1	-36.6	-11.2	1.4	88.0	-0.5	-4.1	-17.8	3.5	6.3
10	COc1cc(OC)c2cc[nH]c2c1	6.7	4.9	1.2	105.0	-0.1	-2.3	-3.4	1.2	0.6
11	COc1cccc(/C=N/NC(=O)C(C)n2nnc3ccccc32)c1 (stereo not given)	-16.1	6.0	-4.4	86.0	-0.9	-5.0	-13.6	0.0	7.0
12	CCC/S(C)=N/S(=O)(=O)c1ccc(C)cc1 (stereo not given)	-7.6	2.7	-4.9	99.0	-3.0	9.8	-16.3	7.6	-10.9
13	CCn1c(C)c(C)c2cc(C(=O)NCCCN3CCOCC3)ccc21	2.6	-4.5	0.0	103.0	-2.1	8.6	10.0	-1.3	-4.3
14	CSc1ccc(/C=N/Nc2ccc(Cl)c(C(=O)O)c2)cc1	-18.2	25.8	0.8	105.0	-1.1	12.0	42.1	-0.8	-13.1
15	CC(=O)OCC1OC(n2ncc(=O)n(Cc3ccccc3)c2=O)C(OC(C)=O)C1OC(C)=O (stereo not given)	-21.8	2.5	-0.4	/	0.2	-5.7	2.2	6.2	0.1
16	CN(C)c1ccc(NC(=O)CN2CCN(S(=O)(=O)c3cc(Cl)ccc3Cl)CC2)cc1	-21.4	-0.4	-4.1	91.0	-4.7	1.4	28.4	3.0	2.5
17	CC(=O)c1c(C)[nH]c(C(=O)NCCc2c[nH]c3ccccc23)c1C	-11.2	7.3	1.8	103.0	-3.1	11.0	13.0	-1.3	-10.6
18	O=C(CCn1nc(-c2ccc(Cl)cc2)ccc1=O)NCc1ccccn1	-8.1	-0.1	4.4	102.0	-1.3	31.4	36.0	2.7	-4.3
19	CN(C(=O)c1cc([N+](=O)[O-])ccc1N1CCCC1)C1CCCCC1	-31.8	-1.0	-1.9	107.0	-3.9	-3.3	27.0	5.9	-41.3
20	CN(Cc1ccccc1)C(=S)NC(=O)c1ccc(-c2ccccc2)cc1	-5.9	2.6	-4.4	97.0	-2.3	-3.6	3.5	-8.0	-13.4
21	Cc1c(C(=O)NN2CCN(C)CC2)cccc1[N+](=O)[O-]	1.5	7.4	1.9	96.0	-0.4	22.3	60.5*	5.4	0.4
22	CC(=O)c1cccc(NS(=O)(=O)N(C)C)c1	3.8	0.2	0.9	100.0	-3.6	-9.1	8.9	5.7	-0.5
23	COc1cc(OC)c(OC)cc1CN1CCN(Cc2cccc(F)c2)CC1	0.9	8.0	-1.8	106.0	-4.0	12.8	51.2	1.6	-0.6
24	Cc1nnc(SCC(=O)N2c3ccccc3Sc3ccccc32)n1N	-8.8	-2.2	-0.4	99.0	-1.4	14.9	-9.8	0.7	-5.9

Some of these compounds in order of the UBC9 SUMO inh value, descending.
nr	Compound	NS3 helicase inh	VIM-2 inh	MEKK3 PB1 HTS	IMP-1 inhibitor	UBC9 SUMO inh	PHOSPHO1 block	IDE act	p-CIP stab down
21	Cc1c(C(=O)NN2CCN(C)CC2)cccc1[N+](=O)[O-]	7.4	1.9	96.0	-0.4	22.3	60.5*	5.4	0.4
17	CC(=O)c1c(C)[nH]c(C(=O)NCCc2c[nH]c3ccccc23)c1C	7.3	1.8	103.0	-3.1	11.0	13.0	-1.3	-10.6
16	CN(C)c1ccc(NC(=O)CN2CCN(S(=O)(=O)c3cc(Cl)ccc3Cl)CC2)cc1	-0.4	-4.1	91.0	-4.7	1.4	28.4	3.0	2.5

Additional structures:
item	molecule	DNA FID counter	NS3 helicase inh	VIM-2 inh	MEKK3 PB1 HTS	IMP-1 inhibitor	UBC9 SUMO inh	PHOSPHO1 block	IDE act	p-CIP stab down
25	O=C(NC1CCCCC1)Sc1ccc(Cl)cc1	0.7	1.9	0.3	102.0	-1.7	5.0	-57.1	-2.2	-9.4
26	N#CC(c1ccc(O)cc1)N1CCCCC1 (stereo not given)	-2.4	5.0	0.1	98.0	-1.9	6.5	-2.6	5.9	-3.4
27	CCOCCCNC(=O)Cc1ccc(Br)cc1	-4.2	-9.0	-0.3	95.0	-2.5	-7.4	3.2	-3.4	-4.1
28	CS(=O)(=O)N(CC(=O)N1CCCC1)c1ccccc1F	-0.1	-12.2	-1.4	105.0	-2.9	12.1	18.3	3.9	5.6
29	O=C1N=c2ccccc2=C1c1c(O)[nH]c2c(C(F)(F)F)cccc12	4.0	8.5	-2.4	104.0	-1.8	7.0	19.3	-3.3	-7.7
30	COc1cc(OC)c(C(=O)Nc2cccc(C(C)=O)c2)cc1OC	-21.5	-4.2	-2.7	106.0	0.7	32.3	11.6	1.5	-1.5
31	Cc1ccc(C2C=C(c3ccccc3OC(F)F)Nc3ncnn32)cc1 (stereo not given)	-11.1	8.0	-2.3	/	-1.2	20.3	-13.6	0.4	3.7
32	Cc1cc(Nc2ccccc2)n(CCC#N)n1	-3.8	18.1	2.1	105.0	0.7	4.2	28.5	-0.7	-9.2
33	COc1cc(C(=O)N(Cc2cccnc2)Cc2cc3cc4c(cc3[nH]c2=O)OCCO4)cc(OC)c1OC	-26.3	12.6	-1.3	96.0	-0.3	-9.9	7.7	-9.2	2.3
34	CC1(C)CC(=O)C2=C(C1)OC1=C(C2)C(=O)CC(C)(C)C1	-8.3	-6.9	-0.7	102.0	-3.0	3.3	5.7	-1.8	-6.3
35	O=C(NCCOCCOCCNC(=O)c1ccccc1)c1ccccc1	-2.1	-1.5	1.9	104.0	-1.3	-12.8	20.4	-1.6	-14.0
36	O=C(c1cc(Sc2ccc(Cl)cc2)nc2ccccc12)N1CCN(c2ccccn2)CC1	-20.0	4.8	-2.9	105.0	-3.9	-9.1	19.2	0.7	16.1
37	CC1CN(CC(=O)Nc2ccc(Br)cn2)CC(C)O1 (stereo not given)	-5.6	-2.3	-2.1	103.0	0.8	3.6	/	5.0	4.3
38	O=C(NCc1ccccc1Cl)c1csc2c1CCCCC2	-5.5	8.2	-3.4	96.0	-1.2	-2.2	10.7	3.0	-7.8
39	COc1ccc(-c2nc(C)sc2CC(=O)O)cc1OC	1.0	-9.4	-1.2	96.0	0.0	9.3	43.6	5.7	-5.6
40	COc1ccc(-c2cc(=O)oc3cc(OC(C)C(=O)Nc4ccc(CN5CCOCC5)cc4)ccc23)cc1 (stereo not given)	1.1	-64.5	-1.8	98.0	0.6	10.6	48.8	3.4	1.9
41	CC(=O)Nc1ccc(-c2csc(-c3cccnc3)n2)cc1	-16.4	6.5	-0.3	106.0	-3.4	16.9	34.8	5.5	1.3
42	O=C1CCc2cc(S(=O)(=O)N3CCC(C(=O)NCc4ccccn4)CC3)ccc2N1	-8.0	-2.2	-0.8	/	-2.1	-9.0	-11.7	0.6	3.4
43	Cn1c(SCC(=O)NCc2ccc3c(c2)OCO3)nnc1-c1c[nH]c2ccccc12	-14.7	-2.2	-1.5	112.0	-3.9	22.9	16.1	3.4	-9.6
44	O=C(NCc1cccnc1)c1cn(CCc2ccccc2)nn1	-4.3	4.2	-3.2	103.0	-8.6	-4.2	-0.5	-3.5	-2.4
45	COc1cccc(NC(=O)COC(=O)CCS(=O)(=O)c2ccc(C)cc2)c1	-11.7	-1.7	-1.0	/	-3.5	26.9	15.0	3.1	4.5
46	Nc1nc(NC(=O)C(Cl)(Cl)Cl)nn1-c1ccccc1	-2.1	-4.3	-1.8	112.0	-2.7	5.1	-2.2	0.5	3.7
47	CCn1c(=O)c2ccccc2n2c(SCC(=O)N3CCCc4ccccc43)nnc12	-6.0	0.0	-2.9	96.0	-2.4	/	/	-3.1	/
48	CC(C)N(Cc1ccccc1)C(=O)c1ccc2c(c1)OCO2	-14.7	-4.1	-2.3	102.0	-1.5	6.6	42.6	2.1	-4.7
49	Cc1cc(S(=O)(=O)NCCc2ccccc2)c(C)s1	-11.1	-5.7	1.7	98.0	-0.3	3.1	12.9	4.4	-14.5
50	Cc1cc(=O)oc2c(CN(CC(C)C)CC(C)C)c(O)ccc12	-2.4	5.0	-3.6	96.0	-1.2	27.4	-10.7	/	-6.0
51	CCCC(=O)NC(c1ccccc1OC)c1ccc2cccnc2c1O (stereo not given)	-27.8	21.9	-2.9	108.0	-3.5	18.4	28.1	2.7	-20.8
52	O=C(Nc1ccc(Oc2ccc(Cl)cc2)c(Cl)c1)c1cc(I)cc(I)c1O	16.9	46.8*	-1.7	99.0	0.3	59.1*	30.6	5.6	-6.7
53	NC(=O)COC(=O)C(Cc1ccccc1)NS(=O)(=O)c1ccccc1F (stereo not given)	/	/	/	99.0	/	-1.3	-25.9	-1.1	-10.3
54	Cc1ccccc1N(CC(=O)N1CCOCC1)S(C)(=O)=O	-1.7	5.0	-2.2	101.0	-3.4	4.2	-7.9	1.8	-10.9
55	Cc1c(C(=O)Nc2ccc(Cl)cc2)c2ccccn2c1C(=O)c1ccccc1	-0.3	-0.1	-0.8	126.0*	-3.0	21.0	30.0	-0.2	-4.4
56	O=C(c1cccc(C(F)(F)F)c1)C1CCCN(C(=O)CCc2cnccn2)C1 (stereo not given)	-15.9	-2.0	-1.0	101.0	-1.0	8.1	18.3	7.7	-1.9

High-throughput results from PubChem.
